HDAC3 inhib: HDAC3 deacetylase inhibitors, primary screen, biochemical, fluorescence, cell-free homogeneous; inhibition, % at 8.3 µM; 320,000 tested, 0.15% active; Histone deacetylase 3 (Homo sapiens), O15379; recombinant HDAC3, fluorogenic peptide/trypsin coupled; in the data active = inhibition above about 26%, passing the limit was not always enough; inconclusive = no clear call, values can overlap the other calls
Target sequence (O15379 whole entry, looked up): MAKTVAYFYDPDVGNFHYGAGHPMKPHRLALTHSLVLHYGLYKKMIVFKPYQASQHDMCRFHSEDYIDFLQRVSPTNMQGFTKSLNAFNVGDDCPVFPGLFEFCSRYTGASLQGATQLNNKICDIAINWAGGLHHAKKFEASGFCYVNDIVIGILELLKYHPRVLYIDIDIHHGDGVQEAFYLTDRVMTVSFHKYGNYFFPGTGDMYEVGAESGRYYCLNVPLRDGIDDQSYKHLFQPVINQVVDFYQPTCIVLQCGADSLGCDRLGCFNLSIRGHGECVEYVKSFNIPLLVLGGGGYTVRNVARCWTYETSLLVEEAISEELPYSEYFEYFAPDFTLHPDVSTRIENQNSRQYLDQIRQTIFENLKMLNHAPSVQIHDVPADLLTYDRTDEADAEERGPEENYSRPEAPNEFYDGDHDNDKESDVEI
KCNK3 block: human KCNK3 channel inhibitors, primary screen, CHO cells, FluxOR thallium flux, B-score. AID 602410, 2012. Potassium channel subfamily K member 3 (Homo sapiens), O14649. B-score at 10 µM. 340,000 tested, 0.84% active. FluxOR fluorescence; active compounds read low;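 active = B-score under library mean minus 4 SD, starting fluorescence ratio at most library mean plus 5 SD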;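 note: more negative B-score means stronger inhibition of thallium flux through KCNK3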
Target sequence (O14649 whole entry, looked up): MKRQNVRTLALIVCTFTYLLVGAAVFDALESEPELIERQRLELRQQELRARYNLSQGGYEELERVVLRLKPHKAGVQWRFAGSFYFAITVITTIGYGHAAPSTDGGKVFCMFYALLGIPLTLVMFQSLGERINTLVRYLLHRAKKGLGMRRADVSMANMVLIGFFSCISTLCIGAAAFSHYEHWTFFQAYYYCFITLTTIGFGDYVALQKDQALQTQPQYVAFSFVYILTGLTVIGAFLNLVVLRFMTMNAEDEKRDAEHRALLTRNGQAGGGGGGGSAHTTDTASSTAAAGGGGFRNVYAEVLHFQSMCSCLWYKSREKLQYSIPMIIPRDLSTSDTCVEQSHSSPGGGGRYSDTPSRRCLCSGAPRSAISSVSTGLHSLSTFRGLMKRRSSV
TMEM16A act: TMEM16A chloride channel activators or potentiators, primary screen, cell-based, HTS; HEK293 TMEM16A/YFP-H148Q/I152L, iodide quench fluorescence; active compounds read low; B-score at 10 µM; 340,000 tested, 0.3% active; AID 623877, 2012;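 active = fluorescence-ratio B-score plate-corrected deviation score at least 3 library SD below zero, with starting fluorescence score within 5 deviations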;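 note: channel opened by trigger with iodide after compound preincubation; score built on the fluorescence ratio of max minus min over baseline; more negative score means more quench and so TMEM16A activation or potentiation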
DYRK1A inh: rat Dyrk1A kinase inhibitors, primary screen, biochemical, single point, plate reader; inhibition, % at 12.5 µM; ADP-Glo luminescence, NFATc1 peptide; Dual specificity tyrosine-phosphorylation-regulated kinase 1A (Rattus norvegicus), Q63470; 310,000 tested, 0.43% active; in the data active = inhibition above about 50%;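 note: plate controls were vehicle with enzyme for no effect and no enzyme for full effect; many of its hits are not listed in these tables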
Numbers without * were called inactive; i = inactive; ? = inconclusive.

HDAC3 inhib | KCNK3 block | TMEM16A act | DYRK1A inh | smiles
-2 | i | i | -3 | NS(=O)(=O)c1cccc(NC(=O)c2cccc(N3C(=O)c4ccccc4C3=O)c2)c1
6 | i | i | -1 | COc1ccc(/C=C/C(=O)OCC(=O)N2CCCC2)c(OC)c1
2 | i | i | 35 | CCOc1ccc2nc(NC(=O)C3CSC4(C)CCC(=O)N34)sc2c1 (stereo not given)
4 | i | i | -5 | CC(=O)c1ccc(NC(=O)COC(=O)C2CC3C=CC2C3)cc1 (stereo not given)
-6 | i | i | 3 | COCCNC(=O)c1cc(-c2ccccc2)nn1Cc1cc(C)no1
6 | i | i | 3 | O=C(CNC(=O)c1n[nH]c2ccccc12)Nc1cc(Cl)ccc1Cl
2 | i | i | -2 | O=C(C[n+]1ccccc1)N/N=C/c1ccc(Br)cc1
1 | i | i | 2 | CCCN(CC(=O)Nc1ccccc1C)C(=O)c1cn2ccccc2n1
1 | i | i | -1 | CN(C(=O)CSc1ncn[nH]1)C1(C#N)CCCCC1
-1 | i | i | -1 | CCN(CC(=O)NCc1cccs1)C(=O)c1cc(Br)ccc1O
-4 | i | i | -1 | CC[C@](C)(O)c1cc2ccccc2c(=O)o1
0 | i | i | 4 | C[C@H](CO)N1C[C@H](C)[C@@H](CN(C)C(=O)NC2CCCCC2)Oc2ccc(NC(=O)C3CCCCC3)cc2C1=O
13 | i | i | 6 | O=C(COC(=O)c1ccc(O)cc1)NC(c1ccccc1)c1ccccc1
8 | i | i | 0 | CCOC(=O)c1c(C)[nH]c(C)c1C(=O)COC(=O)C1CC(=O)N(CCc2ccccc2)C1 (stereo not given)
-3 | i | i | -1 | Cc1cccc(NC(=O)CN(C)C(=O)C2CC2)c1C
-3 | i | i | 3 | N#Cc1ccc(CN2CCN(C(=O)c3ccc(S(=O)(=O)NCc4ccco4)cc3)CC2)cc1
0 | i | i | 5 | CN(CCOc1ccc(Cl)cc1)C(=O)c1cc(S(=O)(=O)N2CCOCC2)ccc1N1CCCC1
-3 | i | i | 2 | COCC(C)n1c(SCC(=O)NC(=O)NC2CCCC2)nc2ccccc2c1=O (stereo not given)
5 | i | i | -2 | CCCCNc1c(-c2ccc(OC)c(SC(C)CC)c2)nc2ccc(C)cn12 (stereo not given)
-4 | i | i | 3 | COc1c2c(cc3oc(CO[C@@H]4O[C@H](CO)[C@@H](O)[C@H](O)[C@H]4O)cc(=O)c13)O[C@H](C(C)(C)O)C2
1 | i | i | 5 | O=C(CSc1nnc2ccccn12)NNC(=O)c1cccc([N+](=O)[O-])c1
3 | i | i | 8 | Cc1ccc(SCC(=O)OCC(=O)N(CCC#N)c2ccccc2)cc1
-2 | i | i | 7 | COc1ccc(-c2oc(=O)c3cc(OC)c(OC)cc3c2C#CCCCO)cc1
7 | i | i | 3 | COc1ccc(S(=O)(=O)Nc2cccc3c2O[C@H](CN(C)C(=O)Nc2ccc4c(c2)OCO4)[C@@H](C)CN([C@H](C)CO)C3=O)cc1
-3 | i | i | 2 | COc1cccc(NS(=O)(=O)c2ccc(S(=O)(=O)N3CCCC3)cc2)c1
-8 | i | i | -1 | Cc1cc(C)c2nc(NC(=O)C3CSC4(C)CCC(=O)N34)sc2c1 (stereo not given)
-5 | i | i | -3 | CSCC[C@H](NC(=O)c1cccc(S(=O)(=O)N2CCN(C)CC2)c1)c1nc2ccccc2[nH]1
-3 | i | i | 2 | O=S(=O)(c1cccc(Br)c1)N1CCN(S(=O)(=O)c2ccc3c(c2)OCCO3)CC1
6 | i | i | -3 | COc1ccc(CCC(=O)OCC(=O)NCc2ccccc2)cc1
4 | i | i | 9 | CN(C)CCN1C(=O)c2ccccc2C1=O
0 | i | i | 0 | COc1ccc(C(=O)NNC(=O)c2cccs2)cc1S(=O)(=O)N1CCOCC1
-10 | i | i | 2 | Cc1noc(C)c1C(=O)NCC(=O)Nc1ccccc1Br
-4 | i | i | -2 | O=C(C[C@@H]1C/C=C\CCCC(=O)OC[C@@H]2CCCN2C1=O)N[C@H](CO)Cc1ccccc1
2 | i | i | 49 | CC(C)(C)OC(=O)NCc1ccc(CNC(=O)c2nc[nH]c2C(=O)N2CCN(C(=O)OC(C)(C)C)CC2)cc1
3 | i | i | -8 | CN(CC(=O)Nc1cccc(C(F)(F)F)c1)C1=NS(=O)(=O)c2ccccc21
? | i | i | -2 | COc1ccc(S(=O)(=O)Nc2ccc3c(c2)C(=O)N([C@H](C)CO)C[C@H](C)[C@@H](CN(C)C(=O)Nc2ccc(C(F)(F)F)cc2)O3)cc1
8 | i | i | 4 | COc1ccc(NC(=O)CN(C)CC(=O)NC2CCC(C)CC2)cc1 (stereo not given)
4 | -9.3* | i | 5 | Cc1c(C(=O)N(C)CCOc2ccccc2)oc2c(Cl)cccc12
10 | i | i | 5 | Cn1c2ccccc2c(=O)c2cc(C#Cc3cccc(N)c3)ccc21
-3 | i | i | 1 | CCN(CC(=O)Nc1ccc(OC)cc1)C(=O)c1ccc(=O)n(Cc2ccccc2)n1
8 | i | i | 7 | O=C(O)c1cccc2c1C(=O)c1ccc(N3CCCCC3)cc1S2(=O)=O
4 | i | i | 55* | COc1ccc(S(=O)(=O)N(C)C[C@H]2Oc3ccc(NS(=O)(=O)c4cccs4)cc3CC(=O)N([C@H](C)CO)C[C@H]2C)cc1
5 | i | i | 0 | COc1ccc(NC(=O)C2=CC=CN3CCS(=O)(=O)N=C23)c(OC)c1
-2 | i | i | -2 | CC(C)(C)OC(=O)C[C@H]1C/C=C\C[C@H](CC(=O)N(CCO)Cc2ccccc2)C(=O)N[C@@H](Cc2ccccc2)COC1=O
2 | i | i | -6 | O=C(CSc1nncs1)NNC(=O)c1ccco1
11 | i | i | 2 | CC(C)(C)OC(=O)C[C@@H]1C/C=C\C[C@@H](CC(=O)N[C@@H](CO)Cc2ccccc2)C(=O)N2CCC[C@H]2COC1=O
7 | i | i | 1 | COc1ccc2nc(SCC(=O)Nc3ccc4[nH]c(=O)[nH]c4c3)[nH]c2c1
6 | i | i | 22 | CN(C)CCCNC(=O)c1ccc(-c2cc(O)c3ncccc3c2)cc1
-4 | i | i | -3 | NC(=O)c1cc(NC(=O)COC(=O)CCCN2C(=O)c3cccc4cccc(c34)C2=O)cc(C(N)=O)c1
11 | i | i | -3 | Cc1ccc(CNC(=O)[C@]2(C)CCC[C@@]3(C)C4CC[C@@]5(C)C[C@]4(CCC32)CC5=O)cc1 (stereo not given in full)
67* | i | i | 2 | C[C@H](CO)N1C[C@H](C)[C@@H](CN(C)C)Oc2c(NC(=O)CCCCCC(=O)Nc3ccccc3N)cccc2C1=O
5 | i | i | -2 | CN(Cc1ccccc1)C(=O)c1[nH]cnc1C(=O)NCCCCCNC(=O)OC(C)(C)C
8 | i | i | -4 | O=C(COC(=O)CCNS(=O)(=O)c1ccccc1)Nc1ccc(OC(F)F)cc1
-2 | i | i | -1 | COC(=O)c1ccc(CNC(=O)COC(=O)c2cccs2)cc1
-2 | i | i | 10 | COC(=O)C1=C(C)N(Cc2ccccc2)C(=NCCc2cccnc2)N[C@H]1c1ccc(Br)cc1
11 | i | i | -1 | CC(C)c1cccc(-c2ccc3c(c2)S(=O)(=O)c2cccc(C(=O)NCc4ccccc4)c2C3=O)c1
-1 | i | i | 6 | NC(=O)CC[C@H](NC(=O)c1ccc(F)cc1)C(=O)OCC(=O)NCc1ccc2c(c1)OCO2
1 | i | i | 2 | CC(C)(C)OC(=O)NCc1ccc(CNC(=O)c2nc[nH]c2C(=O)N2CCc3ccccc3C2)cc1
4 | i | i | -7 | CC(C)NC(=O)N(C)C[C@H]1Oc2ccc(NC(=O)C3CCCCC3)cc2C(=O)N([C@H](C)CO)C[C@@H]1C
3 | i | i | 0 | Cc1ccc(S(=O)(=O)N2CCN(C(=O)COC(=O)CNC(=O)c3ccc(C(C)(C)C)cc3)CC2)c(C)c1

Complete entries as entered above:
Results for Cc1ccc(CNC(=O)[C@]2(C)CCC[C@@]3(C)C4CC[C@@]5(C)C[C@]4(CCC32)CC5=O)cc1 (stereo not given in full) = HDAC3 inhib: 11; KCNK3 block: i; TMEM16A act: i; DYRK1A inh: -3
Results for CCN(CC(=O)Nc1ccc(OC)cc1)C(=O)c1ccc(=O)n(Cc2ccccc2)n1 = HDAC3 inhib: -3; KCNK3 block: i; TMEM16A act: i; DYRK1A inh: 1

Later entries
HDAC3 inhib | KCNK3 block | TMEM16A act | DYRK1A inh | smiles
-1 | i | i | -5 | CCC(C)NC(=O)CSc1ccc(S(=O)(=O)N(C)C2CCCCC2)cn1 (stereo not given)
1 | i | i | 1 | CCc1ccc(/C(C)=N/NC(=O)c2ccc(-n3cnnn3)cc2)cc1
-9 | i | i | 4 | Cc1cc(C(=O)CN2C(=O)NC(C)(c3cc(F)ccc3F)C2=O)c(C)n1C1CC1 (stereo not given)
-1 | i | i | 3 | O=C(COC(=O)c1ccc2ncsc2c1)Nc1cccc(Cl)c1
1 | i | i | -5 | CSCCC(NS(=O)(=O)c1ccccc1F)C(=O)NCC(C)(C)N1CCOCC1 (stereo not given)
7 | i | i | -4 | O=C(Cc1cccc(NC(=O)C2CCN(C(=O)C3CCCCC3)CC2)c1)Nc1cccc(C(=O)N2CCCC2)c1
1 | i | i | -2 | CCCCN(C(=O)COC(=O)c1ccc(C)s1)c1c(N)n(CCC)c(=O)[nH]c1=O
-1 | i | i | 0 | COc1ccc(S(N)(=O)=O)cc1C(=O)OCC(=O)Nc1ncc(Cl)c(C)c1Cl
-5 | i | i | 1 | CC[C@@H]1CCCCc2ccccc2[C@H](C(=O)C[C@H](O)CC(C)=O)OC1=O
0 | i | i | 13 | N#CCCN(C(=O)COC(=O)CCc1nc2ccccc2c(=O)[nH]1)c1ccc(F)cc1
2 | i | i | 0 | O=C(OCCc1cc2ccccc2c(=O)o1)c1ccc2c(c1)OCO2
2 | i | i | -4 | O=C(COC(=O)c1ccco1)Nc1cc(S(=O)(=O)N2CCOCC2)ccc1Cl
7 | i | i | -3 | O=C(Cn1nc(C(=O)O)c2ccccc2c1=O)Nc1cccc(S(=O)(=O)N2CCCCC2)c1
-3 | i | i | -2 | Cc1c(C(C)CCCO)oc(=O)c2c1Oc1c(C)c(C(C)C[C@@H](C)O)oc(=O)c1C2 (stereo not given in full)
1 | i | i | -1 | CS(=O)(=O)c1cccc(C(=O)OCC(=O)Nc2ccc3c(c2)OCO3)c1
7 | i | i | 0 | CC(C)(C)C(=O)CSc1ccc(S(=O)(=O)N2CCCC2)cn1
0 | i | i | 3 | O=C(N[C@@H]1CCC(=O)N(CC[C@H](Sc2ccc(Br)cc2)c2ccccc2)CC1)OCc1ccccc1
-1 | i | i | 0 | C[C@H](CO)N1C[C@H](C)[C@@H](CN(C)Cc2ccncc2)Oc2c(NC(=O)c3ccncc3)cccc2C1=O
-3 | i | i | 0 | CCCCn1c(SCC(=O)Nc2cc(C)on2)nc2cc(S(N)(=O)=O)ccc21
1 | i | i | 2 | Cc1ccc(C(=O)N2CCN(c3ccc(C(F)(F)F)cn3)CC2)o1
3 | i | i | -9 | COc1ccc(OCCN2CCN(S(=O)(=O)c3ccccc3C(F)(F)F)CC2)cc1
6 | i | i | 4 | CC(C)(C)OC(=O)N[C@H](C(=O)OC(C)(C)C)c1ccc2c(c1)OCO2
3 | i | i | -1 | COc1cccc(NC(=O)CN(C)C(=O)c2ccc(COc3ccccc3)o2)c1
-1 | i | i | 51* | CC(C)NC(=O)Nc1cccc2c1O[C@H](CN(C)C(=O)NC1CCCCC1)[C@H](C)CN([C@H](C)CO)C2=O
-1 | i | i | 1 | Cc1ccc(S(=O)(=O)N(C)C[C@H]2Oc3ccc(NC(=O)Nc4c(C)noc4C)cc3CC(=O)N([C@@H](C)CO)C[C@@H]2C)cc1
1 | i | i | 7 | CC(=O)Nc1nc2cc([N+](=O)[O-])ccc2s1
42* | i | i | -1 | C=CCC[C@H](Cc1ccc(F)cc1)C(=O)OC[C@@H](NC(=O)[C@@H](CC=C)CC(=O)N[C@H](CO)Cc1ccccc1)C(C)(C)C
-1 | i | i | 10 | COc1cc(O)c2c(=O)c3c(O[C@H]4O[C@@H](CO)[C@H](O)[C@@H](O)[C@@H]4O)ccc(O)c3oc2c1
-1 | i | i | 0 | C[C@@H]1CN(S(=O)(=O)c2ccc3c(c2)OCCO3)CCN1S(=O)(=O)c1c(F)cccc1F
4 | i | i | 4 | COC(=O)[C@@]12CCCCN1[C@H](c1ccc(-c3ccc(Cl)c(Cl)c3)c(OC)c1)[C@H]1C(=O)N(C)C(=O)[C@H]12
4 | i | i | 6 | Cc1cccc([N+](=O)[O-])c1NC(=O)CSc1nnc2ccccn12
1 | i | i | 4 | COC(=O)c1c(C)[nH]c(C(=O)CN(C)CC(=O)Nc2cccc(F)c2)c1C

By substructure, those above with a COOH group
HDAC3 inhib | KCNK3 block | TMEM16A act | DYRK1A inh | smiles
8 | i | i | 7 | O=C(O)c1cccc2c1C(=O)c1ccc(N3CCCCC3)cc1S2(=O)=O
7 | i | i | -3 | O=C(Cn1nc(C(=O)O)c2ccccc2c1=O)Nc1cccc(S(=O)(=O)N2CCCCC2)c1

Screening results from PubChem BioAssay.

This is a subset; the hit share may differ from the screen's.
